IL-1B inflam inh – inhibitors of inflammasome signaling (IL-1 beta secretion) | AID 743279 | 360,000 tested, 4.7% active | THP-1 LPS/ATP IL-1B secretion, AlphaLISA, 16 h; hits give low values | activity change, % at 57.5 µM; in the data active = activity change below about -50%; inconclusive = mostly about -30% to -49%; also: % is scaled to controls: 0 for no effect and ±100 for the full control effect
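Secreted IL-1B measured by AlphaLISA bead assay after 16 h compound exposure of THP-1 cells; compounds (final up to 57.5 uM) added 1 h before LPS (250 ng/mL) and ATP (1.25 mM) stimulation; lower signal means less secretion.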
KB-3-1 cytotox – kills parental KB-3-1 adenocarcinoma cells; KB-3-1 viability, CellTiter-Glo ATP luminescence, 72 h; AID 1347075; 400,000 tested, 1.4% active; Potency, µM (titrated, usually from 46.1 µM), inactives show top-dose activity change, negative = cytotoxic, hits mostly cytotoxic; also: potency is read from the fitted curve at half-maximal effect; % is scaled to controls: 0 for no effect and ±100 for the full control effect; nearly all actives have a fitted effect of over 60% in size
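Screening of KB-3-1 cells (DMEM, 10% FBS, phenol-red free) ran from lowest to highest compound concentration; after 72 h at 37 °C viability was read luminescently and curves fitted.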
KB-V1 cytotox – kills drug-selected multidrug resistant KB-V1 cells; 400,000 tested, 3.4% active; Potency, µM (doses to about 46.1 µM), for the others: top-dose activity change, negative = cytotoxicity, usual class: cytotoxic; KB-V1 MDR cells viability, CellTiter-Glo, 72 h; also: potency is read from the fitted curve at half-maximal effect; % is scaled to controls: 0 for no effect and ±100 for the full control effect; nearly all actives have a fitted effect of over 60% in size
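Cytotoxicity via CellTiter-Glo luminescence after 72 h compound exposure at 37 degrees C. Cells: drug-selected KB-V1 line, DMEM phenol-red free plus 10% FBS. Compounds tested at multiple concentrations; normalized data fitted to concentration-effect curves.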
DRD3 antagonist – blocks the human D3 dopamine receptor | 360,000 tested, 2.5% active | max response, negative = inhibition, % | D3R cells, DiscoveRx beta-arrestin luminescence, antagonist mode; hits give low values | P35462; in the data active = max response below about -50%; inconclusive = no clear call, values can overlap the other calls; also: % is scaled to controls: 0 for no effect and ±100 for the full control effect; mostly tested at two doses, the higher about 12 µM
Target sequence (P35462 whole entry, looked up): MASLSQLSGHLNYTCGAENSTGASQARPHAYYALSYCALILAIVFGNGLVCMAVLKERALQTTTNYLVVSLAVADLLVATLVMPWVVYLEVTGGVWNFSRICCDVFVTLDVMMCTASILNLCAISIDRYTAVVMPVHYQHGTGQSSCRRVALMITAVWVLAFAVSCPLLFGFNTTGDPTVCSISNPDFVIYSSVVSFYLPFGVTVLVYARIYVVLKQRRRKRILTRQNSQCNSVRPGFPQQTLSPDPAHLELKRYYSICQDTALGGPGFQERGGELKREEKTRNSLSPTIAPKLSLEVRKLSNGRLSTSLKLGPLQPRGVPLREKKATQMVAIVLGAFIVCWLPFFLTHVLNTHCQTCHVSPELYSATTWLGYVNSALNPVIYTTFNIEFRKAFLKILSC
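Cells plated overnight at 1500 cells/well, then exposed to library compounds with dopamine controls for 90 minutes at 37 degrees C. DiscoveRx reagent added for 30–60 minutes at room temperature; luminescence read, quantitative HTS format.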
HT1080NT lethal – kills 2HG-producing HT-1080-NT fibrosarcoma cells; AID 686970; HT-1080-NT fibrosarcoma viability, CellTiter-Glo ATP luminescence, 48 h; 360,000 tested, 1.6% active; Potency, µM (highest dose often 46.1 µM), without a hit: top-dose activity, negative = less viability, usual class: cytotoxic;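 also: NT is the 2HG producing partner of a matched IDH1 knockdown line; potency is read from the fitted curve at half-maximal effect; 0% = DMSO-treated cells and -100% = media-only wells without cells; nearly all actives have a fitted effect of over 55% in size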
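Toxicity toward the 2HG-producing NT line was scored as %Activity, normalised to DMSO and no-cell wells, from CellTiter-Glo luminescence after 48 hours' treatment.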
HT1080 IDH1KD tx – toxicity to HT-1080 IDH1 knockdown cells (counter line) | HT-1080 IDH1 knockdown viability, ATP luminescence, 48 h | Potency, µM (series often up to 46.1 µM), without a hit: top-dose activity, negative = toxicity, usual class: cytotoxic | 360,000 tested, 2% active | AID 686971;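 also: potency is read from the fitted curve at half-maximal effect; 0% = DMSO wells and -100% = cell-free medium wells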
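Knockdown cells (IDH1KD HT-1080) received compounds 2 h after plating at 750 cells/well and were kept 48 h at 37 °C in 5% FBS RPMI. A CellTiter-Glo luminescence read gave % activity for curve fitting.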
SW480 rereplic – induces DNA re-replication in SW480 colon adenocarcinoma cells; SW480 DNA re-replication, Hoechst DNA content imaging, 48 h; Potency, µM (doses to about 46.1 µM), for inactives: at the highest dose re-replication activation, actives largely listed as activators; 340,000 tested, 1.8% active; AID 624297; also: potency is read from the fitted curve at half-maximal effect; % of control where 0% means no effect; nearly all actives have a fitted effect of over 55% in size
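Treated cells incubate 48 hr (37 C, 5% CO2), are stained 40 min with Hoechst, and nuclear fluorescence is enumerated; a rise in nuclei with high DNA signal marks re-replication.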
D3 ag – agonists of human D3 dopamine receptor. D3R DiscoveRx beta-arrestin cells, luminescence, 90 min. max activation, %. P35462. 410,000 tested, 0.58% active; in the data active = max activation above about 30%; also: 0% is about no effect; mostly tested at two doses, the higher about 12 µM
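Cells at 1500/well, incubated overnight, then treated with pinned compounds (dopamine as control) for 90 min at 37 degrees C. DiscoveRx reagent added for 30 - 60 minutes at room temperature; luminescence read.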
GLP1R ag – GLP-1 receptor (human) agonism; HEK293 GLP-1R CRE-luciferase, luminescence, 4-6 h; cells express a hypersensitive GLP-1R form; Potency, µM (doses to about 45.6 µM), for the others: at the highest dose activation, hits mostly activators; 380,000 tested, 0.007% active; also: potency is read from the fitted curve at half-maximal effect; % of control where 0% means no effect
Target sequence (P43220 whole entry, looked up): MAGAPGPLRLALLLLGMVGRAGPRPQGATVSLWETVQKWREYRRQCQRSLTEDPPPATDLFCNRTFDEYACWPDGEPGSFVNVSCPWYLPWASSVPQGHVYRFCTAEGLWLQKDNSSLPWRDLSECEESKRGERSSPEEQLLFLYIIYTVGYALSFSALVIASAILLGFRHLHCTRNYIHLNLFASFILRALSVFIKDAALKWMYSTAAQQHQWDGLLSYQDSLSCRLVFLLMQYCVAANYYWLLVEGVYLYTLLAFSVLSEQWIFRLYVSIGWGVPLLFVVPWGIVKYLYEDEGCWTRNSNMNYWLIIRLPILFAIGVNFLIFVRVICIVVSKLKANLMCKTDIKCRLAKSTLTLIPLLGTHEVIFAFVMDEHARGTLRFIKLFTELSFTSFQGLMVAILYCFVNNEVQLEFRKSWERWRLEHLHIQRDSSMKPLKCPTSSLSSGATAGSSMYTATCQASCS
An asterisk follows results filed as active; u = inconclusive; x = not tested or not shown; [ ] = remark or other dose. Unless noted, calls follow the shape of the dose curve; as a rule, active = well fitted curve in the direction sought with a large enough effect; inconclusive = small, poorly fitted or top-dose-only effect, or another doubt; inactive = no such curve, though single readings can be large; an effect the other way counts as inactive or inconclusive. Random draw from the library. About 12% of those tested had a hit in this group.

SMILES | IL-1B inflam inh | KB-3-1 cytotox | KB-V1 cytotox | DRD3 antagonist | HT1080NT lethal | HT1080 IDH1KD tx | SW480 rereplic | D3 ag | GLP1R ag
O=C(NCC(=O)N1CCN(C(c2ccccc2)c2ccccc2)CC1)c1ccccc1F | -52* | -24% | u | -1 | -14% | -1% | -2% | 5 | 5%
O=C(CCNc1ccc(Br)cc1)c1cccc([N+](=O)[O-])c1 | -16 | -1% | 0% | -22 | 23µM* | u | 2% | -11 | -2%
CCN1CCN(C(=O)/C=C/c2ccc(F)cc2)CC1 | -10 | 0% | -2% | u | 21% | 15% | 9% | -13 | 6%
CC(C)[C@@H](N)C(=O)NC[C@H]1O[C@@H](n2cnc3c(=O)[nH]c(N)nc32)[C@H](O)[C@@H]1O | 34 | 0% | 4% | u | 1% | 11% | x | -10 | -4%
O=C(Nc1nc2ccc(Cl)cc2s1)c1ccc(N2CCCCC2)c([N+](=O)[O-])c1 | u | u | u | u | -1% | 3% | u | -3 | -9%
COC(=O)[C@]1(Cc2ccccc2)N[C@H](CN(C)C(=O)Nc2ccc(C(F)(F)F)cc2)[C@@H]2C(=O)N(C)C(=O)[C@@H]21 | 14 | 0% | -2% | 29 | -3% | -9% | -24% | -1 | 1%
CCOC(=O)c1c(NC(=O)CSc2nc3cc(Cl)ccc3c(=O)n2Cc2ccco2)sc(C(=O)N(C)C)c1C | -58* | -26% | -27% | 6 | u | u | 9% | 2 | u
O=S(=O)(c1cccs1)n1cccn1 | 3 | 0% | 13% | -9 | 4% | 0% | -7% | -6 | 3%
CCOc1cc(C=C(C(=O)OC)C(=O)OC)ccc1OCc1ccc([N+](=O)[O-])cc1 | -118* | 18µM* | u | u | 5.8µM* | 7.3µM* | 15µM* | -7 | -32%[inhibitor]
COc1ccc(/C=C(/NC(=O)c2cccc([N+](=O)[O-])c2)C(=O)O)cc1OC | -10 | 13% | -4% | 3 | 14% | 4% | 0% | -7 | 9%
COc1cc(Cl)ccc1OCc1cc(C(=O)NCc2cc(C(C)C)no2)no1 | 0 | x | x | 18 | 0% | -3% | -1% | 5 | 2%
c1ccc(CN=C2CCCc3ccccc3N2)cc1 | -19 | 0% | -7% | -13 | -1% | -6% | x | -12 | -2%
CCOC(=O)Cn1c(=O)n(Cc2ccco2)c(=O)c2ccc(C(=O)NCCc3ccccc3)cc21 | 1 | -5% | -22% | -3 | -5% | -4% | 1% | 0 | -12%
CCN(Cc1ccccc1)C(=O)c1cccnc1 | 26 | -5% | -3% | 8 | 22% | -2% | -4% | -10 | 6%
Cc1c(CN(C)C)c2c(n1Cc1ccccc1)C(=O)c1ccc(Br)cc1-2 | -68* | u | 23µM* | u | 18µM* | u | u | -4 | -12%
NNC(=O)c1ccccc1OCCOc1ccccc1 | 37 | -3% | -18% | -6 | -4% | 0% | u | -3 | 9%
CCCCNC(=O)C(=O)NCc1ccncc1 | -7 | 1% | 73% | 2 | 3% | 11% | -7% | 4 | 7%
COc1c(/C=N/Nc2nc(N3CCCCC3)nc(N3CCCCC3)n2)cccc1[N+](=O)[O-] | -17 | 2% | u | 14 | 15% | 1% | -4% | 3 | -7%
COc1cccc(/C=C/c2nc(S(=O)(=O)c3ccccc3)c(N(C)C)o2)c1 | u | -8% | 11% | 15 | 10% | 10% | u | 6 | -6%
CCCC(=O)NC(c1ccccc1OC)c1ccc2cccnc2c1O (stereo not given) | 140 | u | u | -15 | u | u | u | 7 | 6%
CSC1=N/C(=C/c2cccnc2)C(=O)N1Cc1ccccc1 | x | 2% | -13% | -1 | 4% | -1% | 10% | 5 | 15%
O=C(NCCN1CCOCC1)c1cc(-c2ccccc2Cl)on1 | 4 | 20% | 8% | -9 | -1% | -1% | -21% | 0 | 6%
Cc1ccccc1-c1nn(-c2ccc(F)cc2F)cc1CNC1CC1 | -6 | 2% | -17% | -8 | 2% | -2% | -59%[inhibitor] | -7 | 23%
O=C(NCCc1c[nH]c2ccccc12)/C(=C\c1cccnc1)NC(=O)c1ccco1 | 0 | 2% | -1% | -17 | -4% | -1% | -2% | 4 | -3%
CN(C)S(=O)(=O)c1ccc(Cl)c(NC(=O)CN2C(=O)NC3(CCCC3)C2=O)c1 | 23 | 4% | -1% | 3 | 22% | 22% | 0% | -6 | 4%
Cc1cnc(C(=O)NCCc2ccc(C(F)(F)F)cc2)cn1 | 15 | 1% | 4% | 11 | -1% | -14% | 2% | 11 | 4%
CCCCn1nnnc1C1(C)CCC(=O)N1Cc1ccco1 (stereo not given) | 47 | 8% | -22% | 9 | 13% | 0% | x | 3 | 5%
COc1ccc(C2C=C(c3ccc(F)cc3)NC(=S)N2)cc1OC (stereo not given) | 9 | -1% | -2% | 14 | -6% | -4% | u | -2 | 9%
Cc1cc(C(=O)NNS(=O)(=O)c2cccc(Cl)c2)nn1C(C)(C)C | 8 | 0% | -8% | 0 | 9% | 0% | 0% | 1 | 2%
COc1ccc(NC(=O)c2cnn(-c3ccccc3)c2C)c(OC)c1 | -5 | -3% | -22% | -61* | 9% | 7% | -1% | 0 | 14%
CN(C)/C=N/c1nc(-c2ccc3ccccc3c2)cs1 | -61* | 3% | 16% | 4 | -9% | -12% | -8% | 7 | 20%
Cc1cc(C)c[n+](C(C)C(=O)c2ccc(Cl)cc2)c1 (stereo not given) | -15 | u | 4% | 0 | -3% | -5% | 6% | -11 | 9%
CCN(CC)c1ccc(/C=N/NC(=O)Nc2nonc2N)cc1 | -28 | 12% | u | -10 | -3% | -4% | -1% | -5 | 0%
CCCCCOc1ccc(C(=O)Nc2ccc(S(=O)(=O)Nc3cc(C)on3)cc2)cc1 | 9 | -13% | 24% | -17 | 4% | -6% | -3% | 1 | 2%
CC(=O)c1cc(O)c2ccccc2c1O | -5 | -5% | -17% | -13 | -17% | -18% | -14% | -6 | -5%
NNC(=O)c1ccc(CN2C(=O)c3cccc4cccc2c34)cc1 | -9 | 5% | -12% | 9 | -24% | -23% | -8% | -2 | 21%
CN(c1ccc(OCC(=O)OCC(=O)c2c(N)n(C)c(=O)n(C)c2=O)cc1)S(=O)(=O)c1ccc2ccccc2c1 | 46 | 7% | 0% | 36 | 4% | 7% | 7% | -7 | -1%
CCOC(=O)[C@H]1[C@H]2COc3ccc(Br)cc3[C@H]2N2C(=O)CNC(=O)[C@@]12C | -6 | 10% | 9% | -13 | 0% | 16% | 6% | 0 | 6%
c1ccc(Cn2ccnc2-c2ccco2)cc1 | 2 | 7% | 20% | 17 | -1% | -8% | -7% | 4 | -1%
O=C(CNC(=S)NC(=O)c1ccc(Br)o1)c1ccccc1 | 0 | -2% | -20% | -6 | -1% | -1% | 21µM* | -2 | -4%
Cc1ccc(CNC(=O)c2cc(C3CC3)nc3c2cnn3C(C)C)cc1 | -30 | -12% | -20% | 35 | 4% | -10% | 0% | -2 | 6%
CC(=O)Nc1c(C)ccc([N+](=O)[O-])c1C | 4 | -1% | 1% | 0 | -2% | 21% | -2% | 8 | 5%
COc1ccc(N2CCN(C(c3cccs3)c3nnnn3C3CCCC3)CC2)cc1 (stereo not given) | -14 | -6% | u | 8 | 6% | -5% | 2% | 0 | 0%
CCOC(=O)CC(=O)N/N=C/c1c(N)n(C)c(=O)n(C)c1=O | -9 | 3% | -2% | 9 | 5% | 5% | 1% | 7 | 1%
C=CCSc1nccc(=O)[nH]1 | 0 | 9% | 0% | 24 | 27% | 15% | -3% | -1 | 1%
CCN(CC)CCCNC(=O)c1[nH]c2ccccc2c1Sc1ccc(Cl)cc1 | -76* | -3% | -1% | 0 | 21µM* | 16µM* | 25% | -34 | 13%
CCOc1ccccc1C(=O)Nc1cc2c(cc1N1CCCC1)n(CC)c(=O)n2CC | -10 | u | u | 24 | -3% | -25% | -30%[inhibitor] | 1 | 5%
CN(C)/C=C(/C(=O)c1ccc(Cl)cc1)S(=O)(=O)c1ccccc1 | -7 | 19% | 2% | -27 | -2% | 0% | -1% | -7 | -4%
COc1cc(OC)c(OC)cc1CN1CCN(C(=O)c2cccc3ccccc23)CC1 | -3 | 8% | 0% | -2 | -14% | -9% | 0% | -7 | 9%
CC1=C(C(=O)OCC2CCCO2)C(c2coc3ccccc3c2=O)C2=C(CCCC2=O)N1 (stereo not given) | -12 | -2% | -30% | 12 | 1% | -6% | 0% | -2 | -2%
CC(C)=N/N=C(\N)SCc1ccccc1 | 7 | 6% | 10% | 2 | 18% | -1% | -1% | -5 | 0%
O=C1CC(c2ccco2)Cc2nc(NCC3CCCO3)ncc21 (stereo not given) | 2 | -2% | 4% | -29 | 11% | 15% | -1% | 12 | 0%
Cc1nc(CS(=O)c2ccc(Cl)cc2)cc(N2CCOCC2)n1 (stereo not given) | -6 | -12% | 3% | -15 | 1% | 1% | -2% | -2 | 17%
O=C(N/N=C/c1ccc(-c2cccc(C(F)(F)F)c2)o1)c1cccc(F)c1 | 0 | u | 0% | -11 | u | u | u | -14 | -14%
COc1cccc2c1cc1c(=O)n(CC(=O)NCCCc3ccccc3)nc(C)n12 | 25 | 6% | 0% | 10 | 5% | 0% | -7% | -3 | -3%
O=[N+]([O-])c1ccc(Nc2ccc(Cl)cc2)nc1 | -57* | 7% | 2% | -25 | -21% | u | 12% | 6 | 9%

Another view of 2 compounds above:
Each structure is followed by: IL-1B inflam inh | KB-3-1 cytotox | KB-V1 cytotox | DRD3 antagonist | HT1080NT lethal | HT1080 IDH1KD tx | SW480 rereplic | D3 ag | GLP1R ag
> CC1=C(C(=O)OCC2CCCO2)C(c2coc3ccccc3c2=O)C2=C(CCCC2=O)N1 (stereo not given)
  -12 | -2% | -30% | 12 | 1% | -6% | 0% | -2 | -2%
> CC(C)=N/N=C(\N)SCc1ccccc1
  7 | 6% | 10% | 2 | 18% | -1% | -1% | -5 | 0%

Bioassay records as filed in PubChem.
